Screening data from PubChem BioAssay.
hERG WT inh = KCNH2 (human, wildtype) channel inhibition. Q12809. U2OS, BacMam KCNH2, thallium flux FluxOr; stronger effect = lower value. activity change, % at 1.84 µM. AID 720551. 340,000 compounds, 0.37% hits;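 active = maximum activity change below -70%; inconclusive = maximum activity change between -70% and -50%; inactive = maximum activity change above -50%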; note: % is set by controls: 0 for no effect and ±100 for the full control effect
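U2OS cells were transduced with wild-type KCNH2 virus (2.03 x 10^8 / mL) for 4 h at room temperature, then cultured overnight at 37 C. Thallium flux was read with FluxOr dye. Rate constants were normalized to DMSO controls.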
PKM2 activator = PKM2 (human) enzyme activation. P14618. purified PKM2, Kinase-Glo ATP luminescence, activation; response scale: 0% is enzyme alone, no compound. Potency, µM (top dose mostly 57.5 µM), without a hit: at the top dose activation, most hits filed as activators. 260,000 compounds, 0.34% hits; note: potency is the fitted concentration of half-maximal effect; % is set by controls: 0 for no effect and ±100 for the full control effect; nearly all actives have a fitted effect of over 55% in size
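Purified hPK-M2 (>95% pure) converted ADP (0.1 mM final) to ATP with 0.5 mM PEP in 50 mM imidazole pH7.2, KCl, MgCl2, Tween 20, BSA; 1 h at room temperature. ATP detected by Kinase-Glo luminescence.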
GALK inh = galactokinase (human) inhibition; P51570; Purified GALK, Kinase-Glo residual ATP luminescence; Potency, µM (doses to about 57.5 µM), without a hit: at the highest dose activity change, negative = inhibition, actives largely listed as inhibitors; 270,000 compounds, 0.007% hits; AID 1868; note: potency is the fitted concentration of half-maximal effect; % is set by controls: 0 for no effect and ±100 for the full control effect
Target sequence (P51570 whole entry, looked up): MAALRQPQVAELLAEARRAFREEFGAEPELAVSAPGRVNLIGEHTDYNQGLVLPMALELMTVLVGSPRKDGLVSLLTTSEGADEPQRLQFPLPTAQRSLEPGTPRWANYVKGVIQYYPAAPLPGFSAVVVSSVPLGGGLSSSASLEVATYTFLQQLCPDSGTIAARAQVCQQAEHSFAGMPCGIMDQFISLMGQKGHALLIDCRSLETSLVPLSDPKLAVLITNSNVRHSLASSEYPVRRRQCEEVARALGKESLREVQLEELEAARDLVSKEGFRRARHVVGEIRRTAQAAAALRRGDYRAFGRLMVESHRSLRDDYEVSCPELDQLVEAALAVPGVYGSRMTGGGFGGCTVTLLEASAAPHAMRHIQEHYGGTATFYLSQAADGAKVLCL
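Kinase-Glo Plus luminescence measured ATP left after a 1 h room-temperature reaction. The reaction used 5 nM GALK, 100 uM galactose and 35 uM ATP at pH 8.0 (20 mM HEPES, 5 mM MgCl2, 60 mM NaCl, 1 mM DTT, 0.01% BSA).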
MBNL1-CUG inh = inhibitors of human MBNL1 binding to CUG repeat RNA; Q9NR56; AID 2675; TR-FRET MBNL1-His/biotin-(CUG)12 binding, 665/545 ratio; 280,000 compounds, 0.036% hits; Potency, µM (highest dose often 57.5 µM), inactives show at the top dose activity change, negative = inhibition, most hits filed as inhibitors; active = well fitted inhibition curve with a large enough effect in the signal ratio, with a control signal flat, not every such curve was filed as active; inconclusive = small, poorly fitted or top-dose-only effect, or effect the other way, or a change in a side signal; inactive = no such curve, though single readings can be large or run the other way; the % refers to the signal ratio; note: potency is the fitted concentration of half-maximal effect; % is set by controls: 0 for no effect and ±100 for the full control effect
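TR-FRET readout: Ex 340 nm, 665/545 nm emission ratio, normalized to buffer-only (basal) and MBNL1-(CUG)12 controls. Complex of MBNL1-His with Biotin-(CUG)12, compounds 92 nM–58 uM, incubated 60 min at room temperature.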
S-ASM inh = blocks human secretory acid sphingomyelinase; P17405; placental ASM, HMU-PC fluorogenic substrate, 60 min; Potency, µM (series often up to 57.5 µM), for inactives: at the highest dose activity change, negative = inhibition, actives largely listed as inhibitors; 340,000 compounds, 0.006% hits; note: potency is the fitted concentration of half-maximal effect
Target sequence (P17405 47-631 limits assumed): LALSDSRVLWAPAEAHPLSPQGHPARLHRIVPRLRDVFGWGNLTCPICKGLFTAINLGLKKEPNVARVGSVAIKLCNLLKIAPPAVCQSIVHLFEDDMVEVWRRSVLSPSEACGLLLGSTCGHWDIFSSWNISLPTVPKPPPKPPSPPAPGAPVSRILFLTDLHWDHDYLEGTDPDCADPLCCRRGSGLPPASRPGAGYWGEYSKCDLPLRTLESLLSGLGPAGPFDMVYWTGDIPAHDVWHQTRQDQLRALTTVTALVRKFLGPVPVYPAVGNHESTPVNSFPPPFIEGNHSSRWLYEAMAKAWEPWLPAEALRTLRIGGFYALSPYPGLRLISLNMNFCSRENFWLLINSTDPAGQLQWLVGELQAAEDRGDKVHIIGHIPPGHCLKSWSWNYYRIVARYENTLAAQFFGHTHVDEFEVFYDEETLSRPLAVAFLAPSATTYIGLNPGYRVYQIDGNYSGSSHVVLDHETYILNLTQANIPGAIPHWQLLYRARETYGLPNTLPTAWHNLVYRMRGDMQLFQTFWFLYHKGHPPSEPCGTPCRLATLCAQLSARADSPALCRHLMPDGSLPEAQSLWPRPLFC
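Human placenta-derived ASM preincubated with compound 10 min at room temperature, then reacted with 9 uM (final) fluorogenic HMU-PC substrate for 60 min at 37 C. Stop solution raises pH to 10; fluorescence read at Ex 386/Em 447 nm.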
Menin MLL FP TR = displaces Texas Red mutant MLL peptide from human menin. Potency, µM (series often up to 61.6 µM), for the others: at the highest dose FP activity change, negative = inhibition, usual class: inhibitors. Menin + Texas Red MLL mutant peptide, fluorescence polarization. 270,000 compounds, 0.23% hits. O00255; active = well fitted inhibition curve with a large enough effect in the polarisation, with a control signal flat, not every such curve was filed as active; inconclusive = small, poorly fitted or top-dose-only effect, or effect the other way, or a change in a side signal; inactive = no such curve, though single readings can be large or run the other way; the % refers to the polarisation; note: potency is the fitted concentration of half-maximal effect; % of control where 0% means no effect; many of its hits are not listed in these tables
USP2a inh = blocks human ubiquitin-specific protease USP2a. O75604. Potency, µM (top dose mostly 38.3 µM), inactives show at the highest dose activity change, negative = inhibition, actives largely listed as inhibitors. 330,000 compounds, 0.01% hits. USP2 core, Ub-CHOP2 coupled fluorogenic reporter, 485/531. AID 463254;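 note: potency is the fitted concentration of half-maximal effect; plate controls were DMSO wells for no effect and full inhibition by NEM control for full effect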
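Deubiquitinase activity read as fluorescence (485/531 nm) after Ub-CHOP2 cleavage activates the enterokinase reporter on its substrate; USP2 core 10nM, Ub-CHOP2 and substrate 25nM each, 30min compound preincubation then 60min RT; data normalized to NEM, curves fitted.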
TSHR antagonist = human thyrotropin receptor antagonism. AID 504810. 330,000 compounds, 0.2% hits. activity change, negative = inhibition, % at 11.5 µM. P16473. TSHR-expressing cells, TSH-stimulated cAMP HTRF, 2 h; stronger effect = lower value;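 active = activity change below a set negative limit, meaning inhibition stronger than a set level, cut at about -70% in these data; inconclusive = activity change between two set negative limits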; note: % is set by controls: 0 for no effect and ±100 for the full control effect
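Cell-based HTRF cAMP assay; TSHR cells + compound, TSH EC80 (4nM final), 2 h, 37 deg C. Lysis with anti-cAMP cryptate and cAMP-d2, 30 min RT, read 665/620 nm.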
Mito fusion yeast = mitochondrial division inhibition or fusion activation. S. cerevisiae fusion-defective mutant growth rescue, CellTiterGlo 48 h. Potency, µM (doses to about 46.1 µM), without a hit: at the highest dose growth rescue (activation), actives largely listed as activators. 320,000 compounds, 0.23% hits;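 note: potency is the fitted concentration of half-maximal effect; % of control where 0% means no effect; nearly all actives have a fitted effect of over 45% in size; temperature-sensitive fusion mutants such as fzo1-1 at 37 °C on non-fermentable ethanol glycerol medium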
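Compounds are tested for their ability to restore growth of mitochondrial fusion-defective yeast strains at non-permissive 37C in YPEG medium over 48 hours. Viability is quantified by luciferase luminescence.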
Chronic BCR inh = blocks chronic active B-cell receptor signaling | 340,000 compounds, 0.05% hits | Potency, µM (highest dose often 46.1 µM), for inactives: at the top dose ratio change, negative = lower green/red ratio, most hits filed as inhibitors | ABC-DLBCL IkBa-CBG/CBR reporter, luminescence ratio, 4 h; active = well fitted inhibition curve with a large enough effect in the signal ratio, with a control signal flat, not every such curve was filed as active; inconclusive = small, poorly fitted or top-dose-only effect, or effect the other way, or a change in a side signal; the % refers to the signal ratio;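 note: potency is the fitted concentration of half-maximal effect; plate controls were basal doxycycline-induced cells for no effect and cells given 10 µM MG132 for full effect; MG132 reads +100%, hits lower the ratio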
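TMD8 human ABC-DLBCL cells with doxycycline-inducible IκBα–green luciferase fusion and unfused red luciferase, in 0.5% FBS medium; compounds up to 46 uM, 4 h at 37C. Green/red luminescence ratio, filter-overlap corrected, fitted to concentration-response curves.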
Eya2 inh = inhibitors of human Eya2 phosphatase activity; recombinant Eya2, OMFP fluorescence dephosphorylation (OMFP is methylfluorescein phosphate); 330,000 compounds, 0.006% hits; Potency, µM (highest dose often 76.9 µM), for the others: top-dose activity, negative = inhibition, most hits filed as inhibitors; AID 488837; O00167; note: potency is the fitted concentration of half-maximal effect; % is set by controls: 0 for no effect and ±100 for the full control effect
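Eya2 protein (added as 0.2 uM solution) was preincubated with compound for 10 min at ambient temperature in 50 mM HEPES pH 7.5, 50 mM NaCl, 5 uM MgCl2, 0.05% BSA, 1 mM DTT. OMFP (added at 50 uM) then reacted 10 min; fluorescence read at 485/525 nm.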
Active calls of the source: *; i = inactive; u = inconclusive; x = no result given; [ ] = remark or other dose. Unless noted, calls come from the whole dose curve; as a rule, active = well fitted curve in the direction sought with a large enough effect; inconclusive = small, poorly fitted or top-dose-only effect, or another doubt; inactive = no such curve, though single readings can be large; an effect the other way counts as inactive or inconclusive.

SMILES	hERG WT inh	PKM2 activator	GALK inh	MBNL1-CUG inh	S-ASM inh	Menin MLL FP TR	USP2a inh	TSHR antagonist	Mito fusion yeast	Chronic BCR inh	Eya2 inh
O=C(Nc1nc2c(ccc3ccccc32)s1)c1ccco1	-8.1	-1.6%	-5.9%	5.5%	-13.5%	u	1.6%	-14.1	7.1%	u	7.9%
Cc1ccc(-c2cc(C(F)(F)F)c(C#N)c(SCC(=O)O)n2)cc1	-13.9	-0.2%	6.5%	u	13.5%	20.0%	-0.7%	-24.3	-4.0%	u	-8.7%
O=C(NCCCSc1ccccc1)c1ccc(=O)[nH]c1	-28.9	0.7%	4.9%	-3.9%	0.9%	x	1.2%	-1.9	-2.8%	-0.8%	-1.3%
O=C(COC(=O)c1ccc(Cl)nc1)NCc1ccc(F)cc1	4.0	x	x	x	-1.5%	x	-1.0%	-5.0	x	2.7%	2.1%
Nc1ccc(C(=O)N2CCN(S(=O)(=O)c3ccc(Cl)s3)CC2)cc1[N+](=O)[O-]	0.8	x	x	x	-3.9%	x	0.6%	33.4	4.8%	u	5.3%
Cc1occc1C(=O)NNC(=O)CN1C(=O)NC(C)(c2ccccc2)C1=O (stereo unspecified)	-4.4	x	x	x	3.0%	x	2.9%	-2.2	-4.6%	u	4.6%
NC(=NC(=O)c1ccc(OCC(F)(F)F)nc1)c1ccc(Cl)cc1	0.9	0.6%	2.5%	1.9%	-22.3%	x	-4.0%	-1.3	1.3%	-4.3%	-15.3%
C#CC1(NC(=O)NCCCC)CCCCC1	11.4	7.6%	2.1%	1.5%	2.6%	10.2%	-1.2%	2.2	5.0%	12.5%	-8.6%
COC(=O)c1noc(C)c1-c1ccnn1C(=O)c1ccc(C)cc1	3.3	-6.2%	-0.8%	x	6.1%	x	1.3%	0.1	-11.4%	0.2%	-12.8%
CCn1c(SCC(=O)N2CCCC2)nc2c(c1=O)SC(C)C2 (stereo unspecified)	-1.9	-4.1%	4.7%	6.0%	-2.4%	-14.5%	0.6%	9.1	-3.9%	8.4%	-1.4%
COc1cc(C(=S)N2CCOCC2)ccc1OC(=O)c1ccccc1C	-6.0	-0.3%[11.5 µM]	9.8%	-3.4%	-3.5%	0.3%	-2.5%	2.1	-4.5%	-8.1%	6.6%
CC(OC(=O)c1ccc(S(=O)(=O)N2CCCCC2)cc1)C(=O)Nc1ccc(C(N)=O)cc1 (stereo unspecified)	1.8	x	x	x	1.4%	x	2.4%	27.8	0.7%	u	4.7%
COc1ccc(-c2nn(-c3ccccc3)cc2C(=O)Nc2nccs2)cc1OC	4.7	-2.1%	-1.6%	-0.3%	-14.3%	u	-1.5%	-13.6	u	u	6.4%
COc1cccc(/C=C/C(=O)NCCc2ccc(OC)c(OC)c2)c1	2.7	-4.7%	0.3%	-6.4%	1.6%	-8.2%	3.3%	1.7	2.9%	2.0%	-4.7%
O=C(N/N=C/c1cccc(Cl)c1)C1CCCC1	-27.8	-5.8%	-2.7%	5.6%	-0.3%	x	0.8%	2.6	0.6%	u	3.6%
O=C(/C=C/c1ccc(Cl)c([N+](=O)[O-])c1)Nc1ccc(N2CCCC2)c(Cl)c1	2.4	6.6%	2.0%	x	-3.2%	u	1.1%	-13.0	0.5%	1.3%	9.0%
CC1=NN(c2ccccc2)C(=O)C1N=Nc1ccc(C)cc1 (stereo unspecified)	x	8.3%	6.0%	-1.8%	x	0.3%	5.4%	3.2	6.8%	10.8%	-6.9%
COc1ccc(OCCCC(=O)NCc2ccco2)cc1	-17.3	3.4%	0.4%	-1.3%	0.8%	-15.1%	1.2%	-3.1	-1.2%	3.8%	-5.1%
O=C(NC(=S)Nc1ccc(S(=O)(=O)N2CCOCC2)cc1)c1ccccc1[N+](=O)[O-]	-1.0	-3.6%	-0.1%	0.8%	-1.7%	u	9.8%	4.3	-0.3%	1.2%	-22.7%
COC(=O)c1ccc(C(=O)NC(=S)Nc2nc3c(s2)CC(C)CC3)cc1 (stereo unspecified)	7.4	-15.3%	-1.2%	-16.7%	1.6%	3.4%	-1.4%	14.9	-10.9%	u	-34.2%
CCCCOn1c(C)c(C(=O)OCC)c2c3no[n+]([O-])c3ccc21	1.4	-23.5%	-3.8%	-12.6%	-4.3%	x	0.7%	27.2	8.3%	22.2%	11.6%
CS(=O)(=O)N(CC(=O)NCc1ccco1)c1ccc(Cl)c(C(F)(F)F)c1	2.0	1.8%	0.2%	12.2%	-2.7%	-17.2%	-2.5%	-7.2	3.6%	-7.4%	1.1%
Brc1cccc(OCCN2CCc3ccccc3C2)c1	26.6	0.6%[11.5 µM]	6.3%	-1.7%	-1.2%	-10.4%	-1.0%	6.0	-7.5%	-3.7%	-6.3%
CCOC(=O)N1CCN(CC(=O)c2ccc3c(c2)CCN3)CC1	2.6	0.6%	0.7%	-10.0%	7.2%	0.6%	-0.3%	9.9	0.6%	-5.9%	7.1%
Cc1ccc(-n2c(C)nnc2SCC(=O)N(C)C2CCS(=O)(=O)C2)cc1 (stereo unspecified)	-3.6	x	x	x	2.5%	x	-1.3%	4.4	-2.6%	2.7%	1.0%
Remaining list, next part:
SMILES	hERG WT inh	PKM2 activator	GALK inh	MBNL1-CUG inh	S-ASM inh	Menin MLL FP TR	USP2a inh	TSHR antagonist	Mito fusion yeast	Chronic BCR inh	Eya2 inh
CCOc1ccc(OCc2ccc(C(=O)NC(C)C)o2)cc1	-18.2	-16.1%	-0.7%	-11.7%	14.4%	-15.0%	1.4%	4.0	4.0%	-26.7%	-13.9%
CCOc1ccc(CCNC(=O)COC(=O)CCS(=O)(=O)c2ccc(C)cc2)cc1OCC	-4.1	x	x	x	0.9%	x	1.1%	7.1	-9.1%	-11.0%	0.2%
CSc1nc2nc3c(cc2c(=O)[nH]1)C(O)Oc1ccc(C)cc1-3 (stereo unspecified)	-12.9	10.3%	2.7%	4.5%	86.4%[activator]	1.0%	0.9%	-6.1	6.5%	3.9%	1.4%
Nc1c(C(=O)NCCN2CCOCC2)c2nc3ccccc3nc2n1-c1ccc2c(c1)OCO2	7.3	2.0%	0.1%	15.4%	i	-7.0%	-1.2%	-3.3	0.9%	u	-11.7%
CC(=O)CC(=O)Nc1ccc2ccccc2c1	-8.9	-6.4%	-1.1%	12.3%	-1.0%	77.7%[activator]	1.0%	-4.2	2.9%	-2.2%	3.5%
CC(=O)Nc1ccc(NC(=O)Nc2cccc(Cl)c2)cc1	-2.9	x	0.5%	1.2%	-1.4%	-20.7%	1.0%	-11.0	-5.4%	2.0%	-4.7%
CC1Oc2ccccc2N(CC(=O)NCCc2ccccc2)C1=O (stereo unspecified)	-2.1	-10.3%	2.1%	-8.5%	4.4%	-0.1%	1.0%	20.8	4.6%	0.0%	-2.4%
Cc1cc(C(=O)COc2ncnc3sccc23)c(C)n1C1CC1	16.5	0.7%	4.2%	5.0%	3.6%	14.2%	6.2%	21.5	-2.2%	u	9.4%
CN1CCC(OC(=O)c2cc3cc(Br)ccc3oc2=O)CC1	8.5	-3.4%	0.9%	u	4.6%	-12.4%	-0.1%	22.8	-10.6%	5.8%	-1.2%
O=C(Cn1cnc2c(nnn2Cc2ccc(Cl)cc2)c1=O)NCc1ccco1	-1.6	-3.0%	0.1%	-9.3%	-2.0%	-4.6%	-0.3%	8.3	-0.2%	-3.6%	5.8%
CC(=O)Nc1nn(C)c2nc(C)cc(C)c12	-10.9	-2.6%	0.6%	-10.2%	0.1%	15.7%	1.4%	-1.2	0.4%	-1.8%	-6.5%
CC(C)C(=O)Nc1ccc(O)c(-c2csc(N)n2)c1	2.0	-6.7%	-3.1%	-2.0%	3.4%	-0.1%	0.8%	-11.0	2.3%	u	-6.6%
COc1ccc(NC(=O)c2noc3c2CCC3)cc1	1.1	-28.3%	-1.2%	-1.5%	-3.2%	x	4.2%	-6.3	-2.4%	u	2.2%
C/C(=N/OC(=O)c1ccc(Br)cc1)c1ccc(C)cc1	4.6	-1.8%	-2.3%	-15.4%	3.2%	-19.2%	0.7%	64.2	5.1%	1.3%	-0.1%
CCOC(=O)CC(NC(=O)c1ccco1)c1ccc(C)cc1 (stereo unspecified)	-10.4	-1.2%	-0.2%	-3.7%	0.3%	-10.1%	3.1%	-1.1	1.1%	u	-4.6%
Cc1nc2c(sc3nc(N4CCOCC4)c4c(c32)CC(C)(C)OC4)c(-c2ccc(Cl)cc2)c1C(=O)O	-6.2	1.1%	-5.2%	2.0%	31.1%	x	0.1%	-19.3	8.1%	4.8%	8.4%

An excerpt; rates above refer to the full screens.
